# Bioassay records: PubChem BioAssay, several laboratories
# Furin inh – blocks human furin protease activity; P09958; purified furin, fluorogenic substrate cleavage; inhibition, % at 30 µM; 220,000 tested, 0.061% active; in the data active = inhibition above about 25%; note: inactives centre near -15
# EBV gp42 block – blocks Epstein-Barr virus glycoprotein 42 binding; Fluorescence polarization binding assay, mP read-out; inhibition, % (tested at 21.74 µM); 220,000 tested, 0.42% active; in the data active = inhibition above about 50%
# Target sequence (Q1HVG2 whole entry, looked up): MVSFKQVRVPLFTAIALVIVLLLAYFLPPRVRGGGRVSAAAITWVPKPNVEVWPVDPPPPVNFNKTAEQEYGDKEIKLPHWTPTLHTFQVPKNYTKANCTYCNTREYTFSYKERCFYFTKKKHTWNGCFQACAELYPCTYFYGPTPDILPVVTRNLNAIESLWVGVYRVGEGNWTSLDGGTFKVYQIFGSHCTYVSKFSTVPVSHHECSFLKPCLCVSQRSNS
# Cl transport mod – modulates chloride dependent transport by human KCC2; AID 1456; B-score of Tl+ flux slope (higher = more flux/activation; lower = inhibition) at 10 µM; KCC2 cells, thallium flux FluoZin-2 fluorescence; 190,000 tested, 2.2% active; Q9H2X9;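 active = thallium flux slope and its plate-corrected score both differing from the plate sample mean at a set confidence after two filtering rounds, in either direction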;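 note: slope of fluorescence scaled to starting intensity during 10 to 20 s after thallium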
# hK5 inh – blocks human kallikrein 5 protease activity | Q9Y337 | recombinant hK5, fluorogenic AMC substrate cleavage | inhibition, % at 5 µM | 210,000 tested, 0.59% active;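 active = inhibition of 40% or more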;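 note: 0% = enzyme controls without compound and 100% = no-enzyme blanks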
# 14-3-3 Bad PPI – disrupts binding of bovine 14-3-3 zeta to phospho-Bad peptide. P63103. TR-FRET 14-3-3zeta/Dy647-pBad peptide displacement, 1 h. inhibition, % at 21.7 µM. 220,000 tested, 0.71% active;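 active = inhibition above about 70%, limit read from the data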;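 note: 0% = full 14-3-3 plus peptide FRET controls and 100% = background without 14-3-3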
# thrombin 1536 – thrombin (human) inhibition | P00734 | alpha-thrombin, Boc-VPR-AMC fluorogenic substrate cleavage | inhibition, % at 5 µM | 220,000 tested, 0.26% active;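 active = inhibition at or above 40%; inactive = inhibition below 40%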;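 note: 0% = enzyme with no compound and 100% = wells without enzyme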
#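 Assay system: human alpha-thrombin enzyme. Reagent: Boc-VPR-AMC substrate, 15 µM final. Compound dosing: one concentration per compound, 5 µM, with 0.2% DMSO. Incubation: room-temperature reaction. Technique: AMC fluorescence, 355/460 nm. Measure: % inhibition relative to enzyme controls and enzyme-free blanks.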
# p47phox inh – inhibitors of human p47phox binding; inhibition, % at 24.7 µM; 220,000 tested, 0.53% active; P14598; p47phox/p22phox peptide binding, fluorescence polarization, 2 h;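 note: 0% = p47phox with labelled peptide and 100% = labelled peptide alone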
# Target sequence (P14598 whole entry, looked up): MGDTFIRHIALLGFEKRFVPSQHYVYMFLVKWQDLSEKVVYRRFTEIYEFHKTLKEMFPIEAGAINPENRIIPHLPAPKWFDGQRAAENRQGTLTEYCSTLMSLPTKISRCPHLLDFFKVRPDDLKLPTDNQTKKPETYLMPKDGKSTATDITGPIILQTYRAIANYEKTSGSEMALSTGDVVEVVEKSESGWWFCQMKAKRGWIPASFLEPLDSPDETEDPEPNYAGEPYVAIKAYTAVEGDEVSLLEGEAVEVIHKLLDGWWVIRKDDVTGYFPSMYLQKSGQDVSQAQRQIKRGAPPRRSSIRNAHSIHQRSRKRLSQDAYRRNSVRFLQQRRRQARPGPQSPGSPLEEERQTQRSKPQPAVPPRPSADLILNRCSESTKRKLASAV
# Rad51 HR inh – Rad51 (human) homologous recombination inhibition; Q06609; hRad51 DNA strand exchange, fluorescence dequenching; inhibition, % at 10 µM; 200,000 tested, 0.085% active; AID 1385;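 active = inhibition above 40% at the single screening dose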;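 note: 0% = DMSO control wells and 100% = blanks with heterologous ssDNA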
# Target sequence (Q06609 whole entry, looked up): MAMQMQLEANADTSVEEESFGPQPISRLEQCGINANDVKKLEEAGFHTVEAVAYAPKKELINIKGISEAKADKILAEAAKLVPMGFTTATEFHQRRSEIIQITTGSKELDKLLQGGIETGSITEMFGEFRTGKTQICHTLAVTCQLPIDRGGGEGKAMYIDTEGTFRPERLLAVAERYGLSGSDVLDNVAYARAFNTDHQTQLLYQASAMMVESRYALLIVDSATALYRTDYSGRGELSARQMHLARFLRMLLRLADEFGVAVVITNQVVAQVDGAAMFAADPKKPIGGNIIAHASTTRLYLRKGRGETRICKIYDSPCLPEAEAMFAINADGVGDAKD
#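 material = hRad51 filaments on single-stranded DNA | reagent = Donor/quencher-labelled 47-bp dsDNA substrate | compound = 10 µM final, single point | schedule = strand-exchange reaction 15 min at room temperature | measured by = fluorescein emission 520 nm, excitation 485 nm | read-out basis = % inhibition versus plate control and blank means | benchmarks = plate controls and plate blanks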
# eIF4E 4G PPI – blocks eIF4E binding to eIF4G; P63073+Q04637; TR-FRET eIF4E-eIF4GI(517-606) binding, 2 h; inhibition, % at 21.7 µM; 220,000 tested, 0.37% active; AID 782;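 note: 0% = full FRET control wells and 100% = background wells lacking eIF4GI fragment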
# * = called active by the depositor; nt = not tested or not shown; [ ] = dose if it differs, or a comment.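 Rule for the calls, unless noted: active = inhibition above about 30% (limit read from the data); inactive = the rest.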 An unsorted share of the library. Share with any hit: about 4.7%.
entry	smiles	p47phox inh	EBV gp42 block	thrombin 1536	14-3-3 Bad PPI	Furin inh	hK5 inh	Rad51 HR inh	eIF4E 4G PPI	Cl transport mod
1	Cc1cc(C)c2nc(SC(C)C(=O)NCC(=O)Nc3ccc(F)c(F)c3F)cc(C)c2c1 (stereo not drawn)	-18	-10	-4	-8	-27	-6	2	-1	12*
2	Cc1csc(NC(=O)c2cc3c(s2)-c2ccccc2OC3)n1	-15	-13	2	3	0	-35	4	1	-0.055
3	Cn1ccnc1SCC(=O)Nc1cccc(S(=O)(=O)N2CCCCC2)c1	3	2	3	-15	-28	6	4	0	-0.79
4	CCOC(=O)CSc1nnc([C@H](Cc2ccccc2)NC(=O)OC(C)(C)C)o1	2	-4	13	4	-8	8	-10	-8	-1.1
5	CC1=C(C(N)=O)C(c2ccc3c(c2)OCO3)n2nc(-c3cccc(C)c3)nc2N1 (stereo not drawn)	-26	-11	-2	-2	-23	0	-3	-2	-0.55
6	CC1CCC(C(C)C)C(OC(=O)Cn2c(-c3ccc(F)cc3)[n+](C)c3ccccc32)C1 (stereo not drawn)	-8	-6	-10	-7	-15	-14	6	4	-1.3
7	CC(C(=O)c1ccccc1)n1c(N2CCOCC2)nc2c1c(=O)n(C)c(=O)n2C (stereo not drawn)	55*	-16	-10	-2[fluorescence artefact?]	-24	-29	nt	0[fluorescence artefact?]	-0.041
8	CCCN(Cc1cc2cccc(C)c2[nH]c1=O)S(C)(=O)=O	-6	-7	-18	12	-12[20 µM]	1	nt	-2	nt
9	Nc1cnccc1C(=O)O	-13	5	3	-5	-18	-6	-14	0	-0.9
10	COc1cc(OC)cc(C(C)=O)c1	0	-2	18	-5	3	2	-10	0	-0.23
11	Cc1ccc2c(CC(=O)N3CCOCC3)coc2c1	-9	0	2	11	-9	-20	4	-1	0.088
12	COc1ccc(-n2c(=O)c3ccccc3n(CC(=O)c3ccccc3)c2=O)cc1OC	2	1	-2	-5	-6	-13	9	0	0.12
13	O=C(Nc1nnc(C(F)(F)F)s1)c1ccc(N2C(=O)C3C4C=CC(C4)C3C2=O)cc1 (stereo not drawn)	-5	-6	4	-7	-22[20 µM]	4	0	6	2.1
14	COc1ccc(OC)c(C(=O)c2c(C)oc3cc([N+](=O)[O-])c(O)c([N+](=O)[O-])c23)c1	-16	-11	3	-1	5	-1	-1	-4	-0.14
15	C/C(=N\OC(=O)c1ccccc1)c1c(C)nc2cc(C)ccn12	-16	7	-6	4	-18	0	-20	0	0.85
16	COC(=O)c1cc(NC(=O)CN(C)Cc2ccccc2)cc(C(=O)OC)c1	2	-29	-13	-11	-27	-1	nt	-3	0.45
17	COc1ccc(OC)c(S(=O)(=O)N2CCC(C(=O)Nc3cccc(C)c3)CC2)c1	-18	-10	-5	-3	-12[20 µM]	-11	-4	1	-0.28
18	C=CCn1c(COc2ccccc2)nnc1SC(C)C(=O)N/N=C/c1cc(Cl)ccc1O (stereo not drawn)	-5	-10	-3	-7	-6[20 µM]	-3	-13	0	-1.5
19	Cn1cc(CNC(=O)c2cc(-c3ccc(Br)cc3)nc3ccccc23)cn1	-10	-9	-2	-3	-17	22	nt	2	-0.28
20	COc1cc(NS(=O)(=O)c2ccc(NC(=O)c3ccc(S(=O)(=O)N4CCCCC4)cc3)cc2)ncn1	-1	0	-9	1	-24	2	-40	3	0.16

# Additional records
entry	smiles	p47phox inh	EBV gp42 block	thrombin 1536	14-3-3 Bad PPI	Furin inh	hK5 inh	Rad51 HR inh	eIF4E 4G PPI	Cl transport mod
21	C=CCC(C(=O)OC)(C(=O)OC)c1ccc(C(F)(F)F)cc1[N+](=O)[O-]	-20	-2	-3	4	-17	-4	-10	2	-0.071
22	CCN(CC)C(=S)NC(=O)c1cc(OC)c(OC)c(OC)c1	-12	-18	0	-7	-28	-20	11	-6	1.2
23	Cc1cc(C(=O)Nc2nccs2)c2cc(F)ccc2n1	-50	-2	-3	2	9	3	nt	-1	0.42
24	c1ccc2c(c1)NC(CN1CCOCC1)CO2 (stereo not drawn)	-12	-32	-2	8	-2	11	-125	1[fluorescence artefact?]	nt
25	CCCOc1ccc(NC(=O)C2CC(=O)N/C(=N/N=C(C)/C=C/c3ccc(N(C)C)cc3)S2)cc1 (stereo not drawn)	-163	-52	-8	-9	4	-20	-12	1	1.1
26	CN1CCN(S(=O)(=O)c2ccc3c4c(cccc24)C(=O)N3)CC1	-20	-2	-4	-3	-30	-85	-6	2	0.54
27	Clc1ccccc1/C=C/c1nc(-c2cccnc2)no1	-11	-19	-2	-2	-14	-3	-2	-1	0.75
28	COc1cc(Cl)cc(NC(=O)CCN2CCN(C)CC2)c1	4	-4	4	77*	-26	-13	-7	6	nt
29	CCC(CC)=NNc1ccc([N+](=O)[O-])cc1[N+](=O)[O-]	-12	-7	-6	-4	-19	-2	7	3	1.1
30	O=S(=O)(Nc1nc2ccccc2s1)c1ccc(Cl)nc1	-17	-8	4	3	-8	-6	4	-2	-0.47
31	Cc1c2cnn(-c3ccccc3)c(=O)c2c(C)n1CCCC(=O)N1CCN(C)CC1	-5	2	-1	-1	-35	2	3	2	-0.32
32	CC(C)Nc1nc(NNc2nc(Cl)nc(NC(C)(C)C)n2)nc(NC(C)C)n1	-12	-3	-2	1	-7	-6	9	-4	nt
33	CC(C)(C)NC(=O)NC(=O)COC(=O)c1cc(=O)[nH]c2ccccc12	-7	-17	4	9[fluorescence artefact?]	-12[20 µM]	14	1	2	0.9
34	Cc1cc(C)n2nc(SCCOc3ccccc3)nc2n1	-13	-3	4	-16	-28	nt	10	-4	-0.88
35	CCn1nc(C)c(CN2CCCC(CO)(Cc3cccc(Cl)c3)C2)c1C (stereo not drawn)	-4	1	-10	1	-18	-2	-5	1	1
36	COCCNC(=O)CCCn1c(=O)c2ccccc2n(Cc2cccc([N+](=O)[O-])c2)c1=O	-7	-7	-2	-12	-21	-30	5	-4	-0.45
37	CC(C)c1ccc2[nH]c3nc(SCC(=O)N4CCOCC4)nnc3c2c1	-1	-6	4	-8	-11	-17	7	1	0.72
38	Cc1ccc2[nH]c(=O)c(CN(Cc3ccco3)S(=O)(=O)c3c(C)ccc4nsnc34)cc2c1	-3	-10	-11	3	-4	-14	0	-10	0.9
39	Cc1ccc(/C=C/C(=O)c2ccc(N3CCOCC3)cc2)s1	-40	-35	-18	0	8	-6	-59	1	-0.75
40	C=CCn1c(C)cc(C(=O)CSc2nnc3c(Cl)cc(Cl)cn23)c1C	2	-2	7	-9	-21[20 µM]	-36	7	-1	-0.014

# Next results follow:
entry	smiles	p47phox inh	EBV gp42 block	thrombin 1536	14-3-3 Bad PPI	Furin inh	hK5 inh	Rad51 HR inh	eIF4E 4G PPI	Cl transport mod
41	CS(=O)(=O)N1CCc2cc(S(=O)(=O)N3CCCCC3)ccc21	-1	-7	-14	-11	-23	-8	18	-3	0.44
42	COc1cc(/C=C(/NC(=O)c2ccccc2Cl)C(=O)O)cc(OC)c1OC	-4	1	-5	-8	-28[20 µM]	-9	2	2	-0.14
43	C=CCn1c(SCC(=O)Nc2cc(OC)c(NC(=O)c3ccco3)cc2OC)nnc1-c1ccncc1	14	-11	0	-8[fluorescence artefact?]	-13[20 µM]	-7	-3	0	-0.28
44	COc1ccc(N2CCN(CCNS(=O)(=O)c3cccc4nsnc34)CC2)cc1	1	5	0	0	-14	1	5	4	-0.41
45	COc1ccc(NC(=O)CC(C)c2ccccc2)c([N+](=O)[O-])c1 (stereo not drawn)	-10	-2	-2	-4	-12	0	0	1	-1
46	CN(C)S(=O)(=O)c1ccc(C(=O)Nc2ccccc2F)cc1	-5	0	4	4	-20[20 µM]	10	nt	-4	nt
47	Clc1ncc(CSc2ccccc2)s1	17	-8	2	-5	-26	-20	9	-5	-0.28
48	CCc1c(C)c2ccc(O)c(CN(C)C)c2oc1=O	-10	-14	-25	-19	-118[20 µM]	-52	0	1	0.21
49	COc1ccc(CN(C(=O)c2cc3ccccc3oc2=O)C2CCCCC2)cc1OC	-3	-7	-3	-10[fluorescence artefact?]	-10[20 µM]	-3	-17	3	-0.047
50	CCOC(=O)N1CCN(C(=O)CSc2nc(-c3cccc(C)c3)ns2)CC1	1	3	-5	1	-11	3	-4	1	nt
51	CCN(CC)S(=O)(=O)c1ccc(C(=O)NCc2nnc(SCC(=O)OC)n2C)cc1	-10	-11	-5	0[fluorescence artefact?]	-31	-5	11	-16[fluorescence artefact?]	-0.043
52	S=C(Nc1ccc(Br)cc1Cl)N1CCC2(CC1)OCCO2	6	6	-1	-14	-16	2	26	1	1.3
53	COc1ccc(OC)c(NC(=O)C(Sc2ccccc2)c2ccccc2)c1 (stereo not drawn)	-14	-5	-2	-8	-5[20 µM]	-3	9	1	nt
54	O=C(CSc1nc2scc(-c3ccccc3)c2c(=O)[nH]1)N1CCCCC1	-45	-2	1	-8	-13	-3	28	3	-2.6
55	COCCNC(=O)CN(C(=O)CCC(=O)Nc1cc(C)on1)c1ccccc1C	3	0	-9	-5	-9	1	8	4	0.55
56	O=C(CNC(=O)c1cccs1)N/N=C/c1ccc(O)cc1O	-11	3	2	-2	-23	-17	13	2	0.1
57	O=C(NCC(=O)N(Cc1cccs1)C(C(=O)NC1CCCC1)c1ccco1)c1cccs1 (stereo not drawn)	-1	-2	4	-8[fluorescence artefact?]	-21	9	2	0[fluorescence artefact?]	-0.4
58	CCS(=O)(=O)N1CCN(c2ccccc2)CC1	-17	-12	-5	-15	-13	-2	11	0	0.81
59	O=C(N/N=C/c1cccs1)c1cc(C2CC2)nc2ccccc12	0	-2	-4	6[fluorescence artefact?]	4	-9	-6	-6	1
60	CCOC(=O)/C=C/C(=O)Nc1ccc(S(=O)(=O)Nc2c(C)cc(C)cc2C)cc1	-20	0	1	-1	-11	-6	nt	3	1

# Other results:
entry	smiles	p47phox inh	EBV gp42 block	thrombin 1536	14-3-3 Bad PPI	Furin inh	hK5 inh	Rad51 HR inh	eIF4E 4G PPI	Cl transport mod
61	COc1ccc(OC)c(S(=O)(=O)N2CCN(c3ccccn3)CC2)c1	1	-18	-5	6[fluorescence artefact?]	-8[20 µM]	-5	5	9[fluorescence artefact?]	nt
62	CCS(=O)(=O)N1Cc2ccccc2CC1C(=O)OCC(=O)Nc1ccc(C)cc1 (stereo not drawn)	-6	-15	11	-1[fluorescence artefact?]	-14	-2	12	-15	nt
63	CCOC(=O)N1CCN(C(=S)NC(=O)c2ccc(F)cc2)CC1	4	-17	0	-7	-19	14	-1	0	4.2*
64	CCC(=O)c1cc2c(cc1NC(=O)C(C)C)OCCO2	6	-3	-4	18	-24	3	9	5[fluorescence artefact?]	nt
65	COc1ccc(C(CNC(=O)c2cccnc2SC)N2CCOCC2)cc1 (stereo not drawn)	-2	-10	-3	6[fluorescence artefact?]	-20	5	-11	3[fluorescence artefact?]	-0.74
66	CC1=CCC(C(=O)N/N=C/c2cccs2)C(c2ccc(F)cc2)C1 (stereo not drawn)	-1	4	-5	3[fluorescence artefact?]	1[20 µM]	-2	-3	4[fluorescence artefact?]	-0.4
67	CCOc1ccc(NC2=NC(C)(C)N=C(N)N2)cc1	-5	-12	1	-3[fluorescence artefact?]	-23	-1	0	0	0.04
